p53 reactivator – qHTS assay for re-activators of p53 using a Luc reporter; AID 504706, 2011; H1299 p53-A138V BP100-luciferase reporter, luminescence, 24 h; 320,000 compounds, 0.063% hits; Potency, µM (highest dose often 92.2 µM), for the others: top-dose activity change, positive = activation, hits mostly activators; note: potency is the fitted concentration of half-maximal effect; % of control where 0% means no effect; nearly all actives have a fitted effect of over 45% in size
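p53-null H1299 cells stably carrying temperature-sensitive p53-A138V and a BP100-luciferase reporter were pinned with compounds (4-point, 1:5 series) and held 24 hrs at 37 deg C. Luminescence was read 10 min after detection reagent.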
TRPV1 ag – HTS Assay for Compounds that Act as Agonists of the Vanilloid Receptor 1. Transient receptor potential cation channel subfamily V member 1 (Homo sapiens), Q8NER1. TRPV1-expressing cells, Fluo-8 calcium influx, agonist mode. activation, % at 8.33 µM. 320,000 compounds, 0.19% hits; in the data active = activation above about 80%; inconclusive = between about 30% and that limit; note: 0% is about no effect
Target sequence (Q8NER1 whole entry, looked up): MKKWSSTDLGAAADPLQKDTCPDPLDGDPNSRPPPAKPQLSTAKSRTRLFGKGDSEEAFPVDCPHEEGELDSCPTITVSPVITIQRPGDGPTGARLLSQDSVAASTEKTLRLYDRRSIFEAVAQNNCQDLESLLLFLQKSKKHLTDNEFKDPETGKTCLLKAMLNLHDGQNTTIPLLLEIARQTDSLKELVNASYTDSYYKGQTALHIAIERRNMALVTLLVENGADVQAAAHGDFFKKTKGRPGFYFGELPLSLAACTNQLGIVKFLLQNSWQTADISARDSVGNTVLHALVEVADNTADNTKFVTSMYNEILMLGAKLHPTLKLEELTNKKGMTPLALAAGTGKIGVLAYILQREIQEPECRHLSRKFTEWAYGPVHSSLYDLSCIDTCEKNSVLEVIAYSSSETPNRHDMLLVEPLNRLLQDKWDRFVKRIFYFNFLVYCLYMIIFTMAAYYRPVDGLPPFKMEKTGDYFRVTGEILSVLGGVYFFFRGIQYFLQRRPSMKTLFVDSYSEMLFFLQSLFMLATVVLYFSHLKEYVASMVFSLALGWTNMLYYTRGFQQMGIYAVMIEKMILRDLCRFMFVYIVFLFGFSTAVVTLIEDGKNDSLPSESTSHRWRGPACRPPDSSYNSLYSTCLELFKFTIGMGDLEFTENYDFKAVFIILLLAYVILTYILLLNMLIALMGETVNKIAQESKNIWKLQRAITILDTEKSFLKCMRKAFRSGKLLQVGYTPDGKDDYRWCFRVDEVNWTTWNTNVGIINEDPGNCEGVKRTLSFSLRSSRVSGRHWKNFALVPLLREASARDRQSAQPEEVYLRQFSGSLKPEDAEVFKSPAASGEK
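TRPV1-expressing cells were cultured overnight at 35.5C and loaded with Fluo-8 calcium dye for 40 to 90 min at room temperature. After a 10 s baseline, compound was added and calcium influx was read kinetically for 3 min (ex 480/em 520 nm).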
NPC1 prom act – qHTS Assay for NPC1 Promoter Activators. AID 485313, 2010. 320,000 compounds, 2.4% hits. Huh7 NPC1 promoter luciferase reporter, 24 h. Potency, µM (doses to about 9.22 µM), without a hit: at the top dose activation, most hits filed as activators;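 note: potency is the fitted concentration of half-maximal effect; % of control where 0% means no effect; nearly all actives have a fitted effect of over 60% in size; reporter is driven by a mutant NPC1 promoter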
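Quantitative HTS used a cell-based reporter: Huh7 cells stably bearing the NPC1 promoter upstream of luciferase were treated with compounds for 24 h, and promoter activation was read as luminescence.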
BRCA1 expr up – qHTS Assay to Identify Small Molecule Activators of BRCA1 Expression | Potency, µM (highest dose often 46.1 µM), for inactives: at the highest dose activation, actives largely listed as activators | 380,000 compounds, 1.1% hits | MCF7-BRCA1-FFLuc reporter, luminescence, 48 h; response scale: scaled: vehicle 0%, 10 µM genistein 100%; note: potency is the fitted concentration of half-maximal effect; nearly all actives have a fitted effect of over 80% in size; some results filed as inactive show a strong effect at the top dose
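MCF7 cells carrying a BRCA1-firefly luciferase reporter (2000 cells/well, phenol-red free MEM) were attached for 2 h at 37 °C, then given compounds for 48 h. Luminescence was read 15 min after luciferase reagent; activity normalized to genistein (10 microM) and DMSO.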
FLuc modulator – qHTS profiling assay for firefly luciferase inhibitor/activator using purifed enzyme and Km concentrations of substrates (counterscreen for miR-21 project) | purified FLuc, Km substrates, luminescence inhibition | Potency, µM (series often up to 57.5 µM), inactives show top-dose activity change, negative = inhibition, actives largely listed as inhibitors | 360,000 compounds, 6.9% hits | AID 588342, 2011;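 note: potency is the fitted concentration of half-maximal effect; plate controls were vehicle for no effect and reference inhibitor for full effect; nearly all actives have a fitted effect of over 55% in size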
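Biochemical qHTS of compounds, final roughly 60 µM downward over six points, against 10 nM purified firefly luciferase using Km concentrations of substrates (10 uM D-luciferin, 10 uM ATP) in Tris acetate pH 7.5 buffer; luminescence output.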
Rab9 promoter act – qHTS Assay for Rab9 Promoter Activators; AID 485297, 2010; 320,000 compounds, 2.8% hits; Huh7 Rab9 promoter-luciferase reporter, luminescence, 24 h; Potency, µM (series often up to 9.22 µM), inactives show at the highest dose activation, negative = inhibition, most hits filed as activators; note: potency is the fitted concentration of half-maximal effect; % of control where 0% means no effect; nearly all actives have a fitted effect of over 60% in size
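Using Huh7 cells stably transfected with Rab9 promoter–luciferase, compounds were incubated 24 h at 37 °C, 5% CO2; luciferase luminescence was read 10 min after reagent addition.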
VP16 counter – VP16 counterscreen qHTS for inhibitors of ROR gamma transcriptional activity. Drosophila S2 Gal4-VP16 UAS-luciferase, luminescence, 20 h. Potency, µM (series often up to 53.6 µM), inactives show top-dose activity, negative = inhibition, actives largely listed as inhibitors. 310,000 compounds, 3.5% hits;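 note: Gal4-VP16 expression switched on by copper sulfate through the metallothionein promoter; potency is the fitted concentration of half-maximal effect; % is set by controls: 0 for no effect and ±100 for the full control effect; nearly all actives have a fitted effect of over 50% in size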
Tb PFK block – qHTS Assay to Find Inhibitors of T. brucei phosphofructokinase. ATP-dependent 6-phosphofructokinase (Trypanosoma brucei brucei), O15648. T. brucei PFK, ADP-Glo luminescence. Potency, µM (top dose mostly 57.5 µM), for inactives: at the top dose activity, negative = inhibition, usual class: inhibitors. 330,000 compounds, 0.17% hits;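 note: potency is the fitted concentration of half-maximal effect; 0% = uninhibited 1x PFK enzyme wells and -100% = no-enzyme wells; nearly all actives have a fitted effect of over 60% in size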
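ADP-Glo luminescence quantified ADP after 45 min at room temperature, with 1.25 nM T. brucei PFK, 0.1 mM ATP and 0.5 mM fructose-6-phosphate in pH 8.0 TEA buffer. qHTS titrations up to 57 µM; curves classified by quality.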
RORgamma inh – qHTS for inhibitors of ROR gamma transcriptional activity; 310,000 compounds, 5.4% hits; Drosophila S2 Gal4-RORgamma UAS-luciferase reporter, 20 h; Potency, µM (highest dose often 53.6 µM), for inactives: at the highest dose activity change, negative = inhibition, actives largely listed as inhibitors; AID 2551, 2010; note: potency is the fitted concentration of half-maximal effect; % is set by controls: 0 for no effect and ±100 for the full control effect; nearly all actives have a fitted effect of over 60% in size
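Using a luciferase readout, inhibitors were identified by reduced reporter activity in Drosophila cells coexpressing a copper-inducible Gal4–ROR gamma fusion and UAS-driven Photinus luciferase, incubated 20 hr after 700 uM copper sulfate.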
ELG1 repair inh – qHTS screen for small molecules that inhibit ELG1-dependent DNA repair in human embryonic kidney (HEK293T) cells expressing luciferase-tagged ELG1 | HEK293T ELG1-luciferase reporter, luminescence, 16 h; DNA damage induced by 5-fluorouridine | Potency, µM (highest dose often 46.1 µM), for the others: at the highest dose activity change, negative = inhibition, hits mostly inhibitors | 330,000 compounds, 2.3% hits | AID 504467, 2011; note: potency is the fitted concentration of half-maximal effect; % is set by controls: 0 for no effect and ±100 for the full control effect; nearly all actives have a fitted effect of over 55% in size
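Luminescence from the luciferase reporter, measured 30 min after ONE-Glo reagent at room temperature, was the read-out. Beforehand, 2,000 cells per well were exposed for 16 hr at 37 °C to 5-fluorouridine together with compound or vehicle.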
ELG1 genotox – qHTS screen for small molecules that induce genotoxicity in human embryonic kidney (HEK293T) cells expressing luciferase-tagged ELG1; HEK293T ELG1-luciferase reporter, luminescence, 16 h; Potency, µM (series often up to 46 µM), without a hit: at the top dose activity change, positive = activation, hits mostly activators; 330,000 compounds, 1.3% hits; note: potency is the fitted concentration of half-maximal effect; % of control where 0% means no effect; nearly all actives have a fitted effect of over 60% in size
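Luminescence read-out: rising ELG1-luciferase signal, reflecting elevated ELG1 protein under genetic stress, flags genotoxic compounds. Cells were treated for 16 hr at 37 °C before ONE-Glo detection.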
* marks the source's active call; other numbers are inactive results; ? = inconclusive; · = not tested or not shown; & = joins results of further samples. Unless noted, calls come from the whole dose curve; as a rule, active = well fitted curve in the direction sought with a large enough effect; inconclusive = small, poorly fitted or top-dose-only effect, or another doubt; inactive = no such curve, though single readings can be large; an effect the other way counts as inactive or inconclusive. Compounds as they come. About 15% of those tested had a hit in this group.

structure	p53 reactivator	TRPV1 ag	NPC1 prom act	BRCA1 expr up	FLuc modulator	Rab9 promoter act	VP16 counter	Tb PFK block	RORgamma inh	ELG1 repair inh	ELG1 genotox
CCCCNC(=O)c1cc2cc(CC)ccc2[nH]1	1%	?	5%	18%	-16%	3%	6%	-5%	44%	-6%	-4%
COc1ccc(C(=O)O)cc1NC(=S)NC(=O)c1ccc(-c2ccc(Cl)cc2)o1	3%	7	-1%	-24%	13µM*	1%	16%	-4%	-8%	-1%	11%
CN(Cc1ccccc1F)C(=O)c1ccccc1Sc1ccccc1C#N	-4%	-1	-6%	30%	0%	4%	-17%	-5%	-8%	8%	-8%
CCC(C)(C(=O)NC1CCCCC1)N(Cc1cccs1)C(=O)CC1NC(=O)NC1=O (configuration not stated)	-6%	-3	-3%	-15%	-2%	-3%	1%	-1%	-5%	1%	3%
COc1cccc(NC(=O)Nc2ccc3nc(C)c(C)nc3c2)c1	·	3	23%	?	?	26%	19%	1%	?	-18%	-7%
COC(=O)C(NC(=O)c1cccnc1Cl)C(C)C (configuration not stated)	2%	-1	-8%	0%	-1%	1%	6%	0%	6%	7%	2%
COc1cccc(N2C(=O)C(Cc3c[nH]c4ccccc34)NC2=S)c1 (configuration not stated)	-14%	-7	1%	22%	-6%	8%	-14%	-3%	1%	8%	2%
COc1cc(/C=C2\SC(=S)N(NC(=O)c3ccncc3)C2=O)ccc1O	-1%	3	-2%	12%	17µM*	-14%	-8%	-1%	-14%	2%	0%
O=C(Cc1ccc(Cl)cc1)NCCS(=O)(=O)N1CCN(c2ccccc2F)CC1	-1%	?	-10%	-72%	2%	-5%	·	0%	·	-11%	0%
Cc1sc(NC(=O)CN(C(=O)c2ccccc2F)C2CCCC2)c(C(N)=O)c1C	-7%	10	10%	-5%	1%	0%	-9%	-2%	-11%	16µM*	-26%
Cc1csc(NC(=O)CSc2nccn2Cc2ccco2)n1	-10%	0	-2%	18%	2%	7%	-7%	-1%	37%	19%	11%
COc1cc(/C=C2\SC(=S)N(CC(=O)Nc3ccccn3)C2=O)cc(OC)c1OC	5%	-1	2%	-55%	3%	0%	-6%	-1%	-5%	?	1%
COc1ccc(CCNC(=O)COC(=O)/C=C/c2ccc(OCC#N)c(OC)c2)cc1OC	-1%	-5	-1%	-14%	1%	-1%	0%	2%	6%	-2%	0%
CCCC/C(O)=N\S(=O)(=O)c1ccc(N=NN(C)C)cc1	-1%	2	-4%	16%	-1%	-2%	-17%	1%	1%	5%	-3%
COc1ccc(C(=O)Nc2ccc(N3CCN(C(C)=O)CC3)cc2)cc1[N+](=O)[O-]	1%	-3	-7%	·	2%	0%	-3%	0%	1%	3%	0%
CCCCCCCCCOC(=O)C(CC(=O)O)N1CCOCC1 (configuration not stated)	2%	0	9%	-20%	5%	-1%	-6%	-8%	?	?	-5%

Whole records from above. Screens in order: p53 reactivator, TRPV1 ag, NPC1 prom act, BRCA1 expr up, FLuc modulator, Rab9 promoter act, VP16 counter, Tb PFK block, RORgamma inh, ELG1 repair inh, ELG1 genotox
Entry for COC(=O)C(NC(=O)c1cccnc1Cl)C(C)C (configuration not stated) : 2%, -1, -8%, 0%, -1%, 1%, 6%, 0%, 6%, 7%, 2%
Entry for Cc1csc(NC(=O)CSc2nccn2Cc2ccco2)n1 : -10%, 0, -2%, 18%, 2%, 7%, -7%, -1%, 37%, 19%, 11%

Later entries.
structure	p53 reactivator	TRPV1 ag	NPC1 prom act	BRCA1 expr up	FLuc modulator	Rab9 promoter act	VP16 counter	Tb PFK block	RORgamma inh	ELG1 repair inh	ELG1 genotox
N/C(=N\OC(=O)c1csnn1)c1ccc(C(F)(F)F)cc1	8%	8	?	11µM*	19µM*	?	-19%	-5%	-6%	?	13%
COc1ccccc1Oc1ccc(N2CC(C(=O)OCC(=O)c3ccc(F)cc3)CC2=O)cc1 (configuration not stated)	·	0	-1%	-14%	-5%	-3%	·	0%	·	-1%	0%
CNCCOc1nc(N2CCOCC2)nc(C)c1[N+](=O)[O-]	6%	0	-3%	-6%	-4%	-4%	3%	-6%	-6%	26%	-2%
CC1CCCCC12NC(=O)N(Cn1nnc3ccccc3c1=O)C2=O (configuration not stated)	0%	-1	1%	6%	3%	0%	3%	-1%	-29%	2%	7%
COc1ccc(S(=O)(=O)N2CCc3ccccc32)cc1C(=O)NCCc1ccccn1	-5%	-4	-10%	0%	-4%	13%	-16%	2%	0%	18µM*	-7%
Cc1nc2ccc(S(=O)(=O)NCC(=O)N3CCOCC3)cc2s1	18%	4	-5%	1%	0%	-3%	0%	0%	10%	-8%	-1%
C[C@]12c3[nH]c4cc(-c5ccco5)ccc4c3CCN1C(=O)[C@@H](CC(=O)NCCc1ccccn1)C[C@@H]2C(=O)N1CCOCC1	0%	·	·	-21%	·	·	·	6%	·	-2%	7%
Cc1ccc(N(C)S(=O)(=O)c2cccc(C(=O)OCC(=O)N3CCCC(C)C3)c2)cc1 (configuration not stated)	-5%	?	-4%	-8%	·	-1%	·	-2%	·	?	0%
CC(C)n1c(SCC(=O)N2CCCC2)nc2c1c(=O)n(C)c(=O)n2C	-23%	-1	-4%	-9%	0%	7%	13%	1%	7%	0%	7%
Cc1ccc(NC(=O)c2cc(S(=O)(=O)N3CCCCC3)c[nH]2)cc1F	·	3	-2%	0%	-1%&1%	1%	-3%	3%	1%	-12%	4%
CSC1=NC2(CCCCC2)C2=C(CCCC2)N1	-4%	-1	-1%	-4%	0%	-5%	1%	2%	-30%	17%	-1%
O=C(NCc1ccc(F)cc1)c1cc2c(cc1Cl)N1CCCCCC1=NS2(=O)=O	6%	-1	1%	-20%	-3%	-3%	·	-5%	·	22%	0%
CN(Cc1cccs1)C(=O)COC(=O)CNC(N)=O	0%	-1	0%	35%	0%	-3%	1%	-2%	2%	24%	3%
CN(C)S(=O)(=O)c1ccc(NC(=O)CSc2nnc(-c3ccco3)n2N)cc1	3%	·	·	-3%	·	·	·	1%	·	?	1%
O=C1N/C(=N/NC(=O)c2cccc3ccccc23)S/C1=C\c1ccccc1OCc1ccccc1	-2%	1	-2%	-20%	?	-2%	?	-4%	0.63µM*	?	1%
Cc1ccc2cc(C(c3nnnn3C3CCCC3)N(Cc3ccccc3)Cc3ccco3)c(=O)[nH]c2c1 (configuration not stated)	?	3	-1%	-38%	-3%	5%	2%	6%	25%	4%	-4%
CCCC(=O)Nc1ccc2c(c1)COC2=O	0%	0	1%	-1%	4%	-2%	?	6%	20%	-11%	6%
COc1cc(C(C)=O)ccc1Oc1ncccn1	-1%	0	1%	6%	-2%	0%	-3%	3%	-21%	3%	4%
CCOC(=O)C1=C(CC)Nc2ccccc2N/C1=N\S(=O)(=O)c1ccc(C(=O)OCC)cc1	-3%	0	-9%	-19%	?	3%	3%	0%	?	?	-3%
C[C@@H](NC(=O)c1[nH]cnc1C(=O)Nc1ccc(Cl)cc1)c1ccccc1	-10%	9	-6%	0%	3%	-6%	·	-3%	·	?	-3%
CCC(CC)NC(=O)COC(=O)c1cc(SC)ccc1Cl	-1%	7	0%	1%	-6%	0%	-5%	-1%	1%	0%	0%
CC(C)CC(=O)Nc1cc([N+](=O)[O-])ccc1Cl	-2%	4	-1%	-9%	-1%	-7%	-1%	-3%	-1%	-8%	0%
COc1ccc(S(=O)(=O)N2CC(=O)Nc3ccccc32)cc1F	-26%	-4	-2%	7%	8%	0%	2%	1%	-18%	-7%	6%
COC(=O)c1ccc(C2C(C#N)=C(N)Oc3cc(N)ccc32)cc1 (configuration not stated)	-1%	0	-10%	-9%	2%	1%	14%	-10%	-15%	10%	5%
NNS(=O)(=O)c1ccc2c(c1)Cc1cc(S(=O)(=O)NN)ccc1-2	1%	0	-2%	2%	-1%	4%	-7%	17%	14%	?	2%
COc1ccccc1C(=O)NCC(=O)OC(C)C(=O)NC1CCCCC1C (configuration not stated)	9%	1	-2%	-13%	-2%	-6%	·	-3%	·	20%	-1%
Cc1cccnc1CN1CCN(Cc2nc(Cc3cccc(F)c3)no2)CC1	-3%	1	-2%	-3%	0%	-6%	-3%	2%	13µM*	?	-2%
